Screening data: PubChem BioAssay, several laboratories
MITF TRPM1 HTS: increases MITF-driven TRPM1 promoter luciferase signal | SK-MEL-5 TRPM1-promoter luciferase, 24 h; % of positive control, neutral wells = 0 | activation, % at 12.5 µM | actives 0.75% (n = 300,000) | AID 588334;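 active means mean activation of at least 80% with every replicate also reaching 80%; inconclusive means mean reaches 80% but some replicate falls short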;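 further: 0% = neutral control wells and 100% = parthenolide positive control wells; values of inactives mirror those of a sister screen read the other way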
Wnt bcat act: activators of Wnt/beta-catenin signaling; Wnt/beta-catenin reporter cell assay, activator, plate reader; AID 743398; activation, % at 9.35 µM; actives 1.2% (n = 300,000); in the data active means activation above about 30%, passing the limit was not always enough; inconclusive means no clear call, values can overlap the other calls;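 further: 0% = neutral control wells and 100% = positive control wells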
CDK5 p35 inh: CDK5/p35 (human) kinase inhibition; Q00535+Q15078; Recombinant CDK5/p35, ADP-Glo luminescence, 60 min; inhibition, % at 10 µM; actives 0.01% (n = 330,000); AID 488839;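 active means highest replicate inhibition of at least 50% and at least 75% of replicates reaching 50%; inconclusive means only one of the two criteria met; inactive means both criteria failed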;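 further: plate controls were DMSO neutral control for no effect and GW8510 at 10 µM for full effect; many of its hits are not listed in these tables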
SR-BI uptake up: activators of SR-BI mediated HDL lipid uptake | CHO ldlA[mSR-BI] cells, DiI-HDL uptake fluorescence, 3 h; 100 = double the neutral-control signal | activation, % at 12.5 µM | actives 0.096% (n = 320,000);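 active means mean replicate activation of at least 60% and every replicate at or above 60%; inconclusive means mean or all-replicate condition met, but not both; inactive means mean below 60% and not all replicates reaching 60%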;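 further: 0% = median plate neutral-control signal and 100% = twice that signal; values of inactives mirror those of a sister screen read the other way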
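Material: SR-BI-overexpressing, LDLR-lacking CHO cells; schedule: compound exposure 3 h, 37 °C; reagent: DiI-labelled HDL at 10 µg/mL final; technique: bottom-read fluorescence, 550/595 nm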
PvdQ inh: blocks Pseudomonas aeruginosa PvdQ acylase activity; purified PvdQ acylase, fluorescence plate reader; inhibition, % at 10 µM; actives 0.063% (n = 340,000); in the data active means inhibition above about 30%, passing the limit was not always enough; inconclusive means no clear call, values can overlap the other calls;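 further: 0% = vehicle neutral wells and 100% = reference inhibitor wells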
SR-BI DiI inh: inhibitors of mouse SR-BI mediated HDL lipid uptake. Q61009. ldlA[mSR-BI] CHO cells, DiI-HDL uptake fluorescence, 3 h. inhibition, % at 12.5 µM. actives 0.96% (n = 320,000);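 active means mean replicate inhibition of at least 70% and a set share of replicates each scoring 70 or more; inconclusive means meets just one of the two criteria; inactive means fails both criteria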;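 further: 0% = median of neutral control wells and 100% = median of positive control wells; values of inactives mirror those of a sister screen read the other way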
RTF Ca sens act: increases calcium sensitivity of human cardiac regulated thin filaments; P19429+P45379; IANBD-labeled TnC RTF fluorescence at EC20 calcium; 0% EC20 calcium, 100% full calcium; activation, % at 7.2 µM; actives 0.24% (n = 340,000); AID 493008;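 active means activation above the mean over all tested compounds plus 3 SD, cut at about 30% in these data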;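 further: rise in fluorescence read as greater calcium sensitivity of cardiac thin filaments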
HTR5A ag ctr: counter-screen for OPRM1-OPRD1 agonists: human HTR5A agonism | P47898 | HTR5A agonist assay, luminescence, cell-based | activation, % at 9.3 µM | actives 0.61% (n = 340,000); in the data active means activation mostly above about 9.5%, no sharp cut-off; inactive means mostly below about 7.6%;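 further: 0% = cells with vehicle only and 100% = reference agonist; strong numbers were not always called active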
Target sequence (P47898 whole entry, looked up): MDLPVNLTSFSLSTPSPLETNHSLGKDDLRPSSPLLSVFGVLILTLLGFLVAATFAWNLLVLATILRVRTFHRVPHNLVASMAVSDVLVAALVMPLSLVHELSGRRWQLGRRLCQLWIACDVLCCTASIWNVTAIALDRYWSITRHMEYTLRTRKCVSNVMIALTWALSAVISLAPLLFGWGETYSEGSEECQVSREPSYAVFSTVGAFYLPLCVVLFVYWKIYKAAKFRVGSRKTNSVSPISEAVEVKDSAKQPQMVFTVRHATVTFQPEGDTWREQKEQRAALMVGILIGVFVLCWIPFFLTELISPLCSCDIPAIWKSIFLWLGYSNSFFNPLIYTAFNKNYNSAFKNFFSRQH
dFosB act: enhances mouse delta FosB homodimer DNA binding; purified delta FosB, TAMRA-CDK5 oligo fluorescence polarization; percent of positive-control signal above neutral wells; actives 0.99% (n = 340,000); activation, % at 25 µM; P13346; AID 493131;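 active means mean activation above about 17%, with every replicate also reaching it, limit read from the data, passing the limit was not always enough; inconclusive means only one of the two conditions met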;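 further: fluorescence polarization rise as delta FosB binds a TAMRA Cdk5 AP-1 oligo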
Target sequence (P13346 whole entry, looked up): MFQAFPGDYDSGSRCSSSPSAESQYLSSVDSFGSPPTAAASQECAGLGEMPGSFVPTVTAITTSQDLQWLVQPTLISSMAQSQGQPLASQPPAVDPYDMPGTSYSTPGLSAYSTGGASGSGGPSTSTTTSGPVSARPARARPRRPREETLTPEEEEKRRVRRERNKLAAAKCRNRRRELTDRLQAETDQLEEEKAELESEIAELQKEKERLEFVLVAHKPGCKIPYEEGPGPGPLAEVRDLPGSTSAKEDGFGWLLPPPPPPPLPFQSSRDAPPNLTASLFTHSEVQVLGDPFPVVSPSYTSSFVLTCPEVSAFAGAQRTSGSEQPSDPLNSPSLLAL
Rtt109 HAT inh: blocks Candida albicans Rtt109/Vps75 acetyltransferase activity; Q5AAJ8; purified Rtt109/Vps75, ThioGlo CoA-SH fluorescence, 4 h; inhibition, % at 34.9 µM; actives 0.16% (n = 330,000);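 active means inhibition of at least 50% in every replicate; inconclusive means best replicate reaches 50% inhibition but some replicates fall short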
Target sequence (Q5AAJ8 whole entry, looked up): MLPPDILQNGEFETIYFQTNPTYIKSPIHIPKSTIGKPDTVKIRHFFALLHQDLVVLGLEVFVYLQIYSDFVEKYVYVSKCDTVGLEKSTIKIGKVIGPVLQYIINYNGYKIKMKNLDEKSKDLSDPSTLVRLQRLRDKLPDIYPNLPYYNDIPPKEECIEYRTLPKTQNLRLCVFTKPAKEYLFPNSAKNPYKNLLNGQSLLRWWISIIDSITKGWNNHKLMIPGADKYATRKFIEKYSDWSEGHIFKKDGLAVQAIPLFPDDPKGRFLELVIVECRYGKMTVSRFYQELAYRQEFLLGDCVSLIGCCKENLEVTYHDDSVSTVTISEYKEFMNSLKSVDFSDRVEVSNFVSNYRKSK
Numbers without * were called inactive; ? = inconclusive; . = not tested or not shown.

SMILES	MITF TRPM1 HTS	Wnt bcat act	CDK5 p35 inh	SR-BI uptake up	PvdQ inh	SR-BI DiI inh	RTF Ca sens act	HTR5A ag ctr	dFosB act	Rtt109 HAT inh
CCCc1cc(C(N)=O)c(NC(=O)c2cc(C)on2)s1	13	4	-0.5	-16	6	16	1	5	2	11
O=S(=O)(NCCc1csc(-c2ccc(C(F)(F)F)cc2)n1)c1ccc2c(c1)OCCO2	.	-10	-2.1	16	-11	-16	2	1	-4	-5
C=CCN1CC(O)=C(c2nc3ccccc3[nH]2)C1=N	24	9	-1.0	17	-12	-17	-5	-3	5	.
CC(C)(C)c1ccc(OCCNCc2ccccc2)cc1	4	-2	-0.5	.	-14	.	8	3	-5	4
Cc1ccc(-c2csc(NC(=O)CSc3nc4ccccc4c(=O)n3CCCN(C)C)n2)cc1	-41	2	-2.0	-27	-10	27	2	2	-37	?
Cc1cccc(CCNC(=O)c2cc(S(=O)(=O)N3CCCC3)cn2C)c1	.	2	6.2	-18	3	18	3	8	-7	11
O=C(Nc1ccc2c(c1)OCCO2)c1ccc(Br)o1	48	55*	0.4	-45	2	45	-4	2	1	1
CCOc1ccccc1CNC(=O)Cn1ccc2cc(S(=O)(=O)N3CCCCCC3)ccc21	-7	-1	1.5	-14	-11	14	-1	3	-9	-1
O=C1c2ccccc2-c2c1cccc2C(=O)N1CCCCCC1	-12	-1	0.3	-7	-4	7	17	0	-9	10
CC1=Nc2cc(C(=O)NCCCN3CCOCC3)ccc2Sc2c(C)ccc(C)c21	-11	-2	-1.0	2	-7	-2	2	10.0*	-8	6
COc1ccc(CCN=C(N)NS(=O)(=O)c2ccc(C)c(C)c2)cc1OC	-8	1	-0.3	24	-8	-24	-4	-1	-4	3
CCN1CCN(C(c2cc3cc4c(cc3[nH]c2=O)OCO4)c2nnnn2C(C)(C)CC)CC1 (stereo unspecified)	1	.	3.9	30	-14	-30	6	-3	-15	-25
CCCC(=O)Nc1ccc(NC(=S)NC(=O)c2cccs2)cc1	-8	-1	-4.5	-13	-5	13	3	-4	7	.
NC(=O)c1cc(S(=O)(=O)N2CC=C(c3ccccc3)CC2)cs1	-9	-1	1.6	5	6	-5	-4	0	-2	10
COc1ccc(CCNC(=O)CCC(=O)N2CCOc3ccc(Cl)cc32)cc1OC	.	-6	0.7	-52	-3	52	-1	0	-5	12
Cc1ccc(-n2c(Cn3nc(C(F)(F)F)cc3C)n[nH]c2=S)cc1	-7	0	0.3	-3	5	3	-2	-3	-10	8
COc1ccc(C(=O)CSc2nnc(-c3cccnc3)n2Cc2ccco2)cc1	.	-1	-1.1	-8	-10	8	11	3	-14	-15
COC(=O)[C@]1(Cc2ccccc2)N[C@H](CN(C)C(=O)Nc2ccc(Cl)cc2)[C@@H]2C(=O)N(Cc3ccccc3)C(=O)[C@@H]21	18	-1	3.0	-7	-7	7	-5	-2	-5	-1
CN(CC(=O)Nc1cccc(F)c1)C(=O)c1ccc(C(=O)c2ccccc2)cc1	1	-2	1.1	-12	-4	12	-1	14	-13	10
NNC(=O)c1ccc(COc2ccc([N+](=O)[O-])cc2)o1	.	1	-0.1	.	8	.	-2	3	-8	.
CCN1C(=O)CC(N2CCOCC2)C1=O (stereo unspecified)	-1	2	-0.6	-6	-16	6	0	-4	-2	2
Oc1c(Br)cc2oc3c(c2c1CNCc1ccccc1)CCCC3	2	4	-2.3	-34	-22	34	4	3	-4	2
CC(=O)OC(C#CCN1CCOCC1)c1ccccc1 (stereo unspecified)	.	.	-2.5	18	23	-18	-3	-3	-3	6
CN(C(=O)COC(=O)c1ccc2c(c1)OCO2)c1c(N)n(Cc2ccccc2)c(=O)[nH]c1=O	9	-1	0.2	1	-6	-1	-4	-1	3	-2
COc1ccc(C(C)(C)C)cc1NS(=O)(=O)c1cccc2cccnc12	6	5	-1.6	10	-22	-10	-1	-3	-11	1

The listing continues.
SMILES	MITF TRPM1 HTS	Wnt bcat act	CDK5 p35 inh	SR-BI uptake up	PvdQ inh	SR-BI DiI inh	RTF Ca sens act	HTR5A ag ctr	dFosB act	Rtt109 HAT inh
COc1ccc(CN2CCN(Cc3c[nH]c4ccccc34)CC2CCO)cc1C (stereo unspecified)	-10	-1	0.7	17	6	-17	8	2	-2	9
COc1ccc(C2NC(=O)CCC2[N+](=O)[O-])cc1OC (stereo unspecified)	9	1	-0.9	22	-19	-22	-2	-3	-2	-5
CCOc1ccc(-c2cn(S(=O)(=O)c3cccc4nsnc34)nc2N)cc1	3	1	1.4	16	-9	-16	2	0	-6	1
Nc1nc(C(c2ccccc2)c2ccccc2)cs1	3	-2	0.8	.	-4	.	-2	3	-2	-4
Cc1cc(N2C(=O)C3CCC(c4ccccc4)CC3C2=O)no1 (stereo unspecified)	1	1	-0.8	18	-11	-18	-1	2	-1	9
CN1CCN(C(=O)C(Cc2ccccc2)NS(=O)(=O)c2ccc3c(c2)CCC(=O)N3)CC1 (stereo unspecified)	-3	-5	-0.3	13	-6	-13	0	1	-1	-4
O=C(O)c1ccc(S(=O)(=O)NCC2CCCCC2)cc1	-7	2	0.1	11	-8	-11	-1	-7	2	-2
CCN(CC)S(=O)(=O)c1ccc(N2CCOCC2)c(C(=O)O)c1	-6	.	-0.4	17	-12	-17	-2	-2	3	-3
Cc1cc(NC(=O)CN2C(=O)NC(C)(CCc3ccccc3)C2=O)no1 (stereo unspecified)	3	-1	0.8	9	0	-9	-7	-4	0	-1
C#CCOCCOCCOCCNc1nc(N2CCN(C(=O)[C@H]([C@@H](C)O)n3cc(CCCCN)nn3)CC2)nc(N2CCN(C(=O)[C@H](CCCCN)n3cc(CCCC)nn3)CC2)n1	3	0	1.3	12	-10	-12	-1	5	4	5
CCN(CC1CCCN(CCc2cccc(F)c2)C1)C(=O)c1ccc(CSC)o1 (stereo unspecified)	8	0	-2.3	-15	-13	15	5	4	-4	15
CCN(CC)C(=O)CC(c1cc(OC)c(OC)c(OC)c1)c1c(OC)cc(OC)c2c(-c3ccccc3)cc(=O)oc12 (stereo unspecified)	-2	-6	-1.2	25	-9	-25	-2	6	-11	-10
C/C(=N\NC(=O)CNC(=O)c1ccc2c(c1)OCO2)c1ccco1	13	-1	0.7	11	-13	-11	-9	-4	-8	-2
Cc1c(CN2CCc3c([nH]c4ccccc34)C2CC(C)C)cnn1C (stereo unspecified)	-7	1	-0.3	3	8	-3	-3	-1	1	-3
Cc1ccc(S(=O)(=O)N(C)CC(=O)Nc2ccncc2)cc1	-4	-5	0.1	7	-1	-7	1	3	4	-11
COC(=O)c1cc2occc2n1CC(=O)Nc1cc(OC)cc(OC)c1	0	-1	3.8	12	6	-12	8	1	-1	20
O=C1c2ccccc2-c2onc3ccc(N4CCCC4)c1c23	-24	-10	6.1	-55	7	55	396*	6	-131	12
CN(C)S(=O)(=O)c1ccc(Oc2ccc(S(=O)(=O)N(C)C)cc2)cc1	-15	.	-2.2	3	-17	-3	5	0	-7	-1
CC(=O)Nc1ccc(C(=O)N/N=C/c2cccnc2)cc1	1	0	2.8	-4	7	4	-2	3	-3	24
Cc1cc(C)n(C(=O)CNc2ccc(C)c(C)c2)n1	2	.	-0.7	9	4	-9	-4	2	-6	-9
CC(C)CN(C(=O)CSc1nncs1)c1c(N)n(CC(C)C)c(=O)[nH]c1=O	-6	.	0.1	5	-16	-5	3	-6	2	4
COc1cc(/C=C/C(=O)OCC(=O)N2CCCc3ccccc32)ccc1OC(F)F	2	2	0.1	5	-9	-5	1	1	-4	1
CC(C)CC1NC(=O)N(CC(=O)N2CCN(S(=O)(=O)c3ccccc3)CC2)C1=O (stereo unspecified)	8	.	1.4	6	0	-6	0	-10	5	-2
Cc1noc(C)c1COc1ccc(C(=O)OCC(=O)NCc2ccccc2Cl)cc1	0	-1	0.8	3	-8	-3	0	-2	-11	-8
CSCCC(C(=O)OCC(=O)c1ccc(C)c(C)c1)N1C(=O)c2ccccc2C1=O (stereo unspecified)	-3	.	-0.6	-31	-16	31	2	8	-5	-2

The list continues:
SMILES	MITF TRPM1 HTS	Wnt bcat act	CDK5 p35 inh	SR-BI uptake up	PvdQ inh	SR-BI DiI inh	RTF Ca sens act	HTR5A ag ctr	dFosB act	Rtt109 HAT inh
CCn1c(=S)ccc2ccc(OC)cc21	12	.	-0.5	-2	-14	2	9	-4	-1	0
CCN(C(=O)CN1C(=O)NC2(CCc3ccccc32)C1=O)C1CCS(=O)(=O)C1 (stereo unspecified)	-12	1	-0.3	4	-5	-4	5	-3	-3	1
C=CCN(CC=C)S(=O)(=O)c1ccc(C(=O)Nc2nnc(CSC)o2)cc1	-12	-6	-0.1	15	-2	-15	2	1	-8	-4
c1ccc(Nc2nc(-c3cccnc3)cs2)nc1	34	.	1.0	-3	1	3	4	5	-5	-1
Cc1cc(F)ccc1S(=O)(=O)N1CCCOC1CNC(=O)C(=O)NC1CCCCC1 (stereo unspecified)	-6	0	-2.5	-7	-18	7	-6	-3	-5	-3
O=C1CN(c2ccccc2)C(=S)N1c1ccccc1	-12	5	1.1	0	11	0	2	0	-7	8
COc1ccc(OC)c(C(=O)NC(CC(N)=O)c2ccc(N3CCC(Cc4ccccc4)CC3)c([N+](=O)[O-])c2)c1 (stereo unspecified)	9	-2	-0.9	-28	-10	28	1	-5	-6	7
CC(=C/c1ccc(C(C)C)cc1)/C=N/NC(=O)Cn1nnnc1N	.	9	2.0	10	1	-10	0	1	3	-2
CCOc1ccccc1NC(=O)Cc1coc2cc(C)ccc12	7	.	0.4	-47	-5	47	3	0	-4	7
CC(C)(C)Nc1nc(Cl)nc(N(C#N)CN2C(=O)c3ccccc3S2(=O)=O)n1	-16	-3	-0.6	14	-1	-14	8	-11	-5	-49
CN(C)Cc1nc2ccccc2c(=O)n1Cc1nc(-c2cccc([N+](=O)[O-])c2)cs1	-13	1	0.6	-6	-8	6	-5	-1	2	6
CC(NC(=O)CSc1nnc2n1CCCCC2)c1ccccc1Cl (stereo unspecified)	4	3	-0.1	28	-8	-28	1	-9	-2	0
Cc1ccc(C(=O)Nc2ccc(N3CCN(C(=O)c4ccco4)CC3)cc2)cc1	2	-1	-0.8	-59	-6	59	-2	1	-2	-20
CN(Cc1cccs1)C(=O)c1cc(S(=O)(=O)N2CCOCC2)ccc1N1CCCC1	-2	-1	-1.4	-9	0	9	-6	8	0	20
COc1ccc(Cl)cc1NC(=O)CSc1nc(Nc2ccccc2)nc(N2CCOCC2)n1	13	-6	-5.9	-44	-27	44	3	8	-7	-3
Cc1cn2c(nc(=O)c3cccnc32)s1	-5	-5	.	34	9	-34	0	5	0	-1
Cc1ccc(CC2CC(=O)N(CC(=O)O)C2=O)cc1 (stereo unspecified)	.	.	-1.4	.	-6	.	-3	-4	2	0
COc1ccccc1-c1noc(-c2ccco2)n1	90*	-2	-1.7	-23	0	23	1	0	-4	1
